Screening data from PubChem.
DAT uptake mod = human DAT dopamine uptake with cocaine, either direction; LLC-PK1 hDAT cells, [14C]-dopamine uptake with cocaine IC80; actives deviate in either direction; AID 449768; B-score at 10 µM; 1.3% of 110,000 active;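 active means Z score or B-score, a plate-position-corrected score, falls beyond the plate's 99.7% confidence bounds, in either direction; inactive means both scores lie inside the 99.7% bounds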;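 further: scored against the spread of the other compound wells on the same plate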
PLK1 kinase inh = PLK1 (human) kinase inhibition. recombinant PLK1 kinase, TR-FRET peptide phosphorylation. inhibition, % at 10 µM. P53350. 0.53% of 97,000 active. AID 619;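 active means inhibition of 50% or more in the single-concentration screen; inactive means inhibition below 50%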;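 further: 0% = DMSO max control and 100% = H-89 dihydrochloride min control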
sEH inh = inhibitors of human soluble epoxide hydrolase; P34913; recombinant human sEH enzymatic activity assay; inhibition, % at 2 µM; 0.34% of 91,000 active; AID 707; in the data active means inhibition above about 80%; further: values of inactives mirror those of a sister screen read the other way; many of its hits are not listed in these tables
Target sequence (P34913 whole entry, looked up): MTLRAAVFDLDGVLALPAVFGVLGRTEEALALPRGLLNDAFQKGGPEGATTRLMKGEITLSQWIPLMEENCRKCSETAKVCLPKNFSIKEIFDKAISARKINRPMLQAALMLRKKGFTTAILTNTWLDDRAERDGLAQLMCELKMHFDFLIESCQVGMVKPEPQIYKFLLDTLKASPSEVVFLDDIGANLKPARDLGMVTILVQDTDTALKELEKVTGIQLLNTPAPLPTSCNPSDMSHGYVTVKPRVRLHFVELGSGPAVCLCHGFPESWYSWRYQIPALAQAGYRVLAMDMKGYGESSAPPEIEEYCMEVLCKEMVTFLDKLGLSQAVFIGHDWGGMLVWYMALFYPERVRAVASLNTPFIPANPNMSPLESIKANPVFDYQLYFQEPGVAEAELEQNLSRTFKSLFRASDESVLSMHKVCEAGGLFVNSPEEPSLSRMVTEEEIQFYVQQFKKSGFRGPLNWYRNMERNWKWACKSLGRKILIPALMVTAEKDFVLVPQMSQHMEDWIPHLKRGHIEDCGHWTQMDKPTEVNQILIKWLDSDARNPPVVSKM
F-actin modifier = alters cytoskeleton assembly in HUVEC cells. HUVEC TNFa F-actin phalloidin imaging, high content. inhibition, % at 2 µM. 0.18% of 91,000 active;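 active means inhibition above the batch mean plus 3 SD and confirmed as a hit by visual image inspection, cut at about 30% in these data, passing the limit was not always enough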; further: strong numbers were not always called active
TNFa cytotox = toxic to HUVEC cells under TNF alpha stimulation; HUVEC TNFalpha-stimulated, Hoechst cell count, imaging; cell count reduction, % at 2 µM; 0.17% of 93,000 active; AID 848;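 active means cell count reduction exceeding the screen mean by over 5 SD, scaled to untreated wells per plate, cut at about 78% in these data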;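 further: cells counted after 24 h of TNF alpha exposure following the 1 h pretreatment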
Ecoli WT expand = E. coli BW25113 growth inhibition, expanded screen. OD600 absorbance. growth inhibition, % at 100 µM. 0.15% of 98,000 active. AID 710;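 active means growth inhibition above about 50% at one test dose, limit read from the data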;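 further: growth measured after 20 h incubation at 37 °C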
PLK1 PBD inh = Plk1 (human) PBD binding inhibition; 0.13% of 97,000 active; P53350; inhibition, %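 (tested at about 20 µM)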; Plk1 PBD phosphopeptide binding, fluorescence polarization; in the data active means inhibition above about 34%, passing the limit was not always enough
VCAM1 TNFa inh = reduces TNF alpha induced VCAM1 expression in HUVEC. HUVEC TNFa-induced VCAM-1 immunofluorescence, high-content imaging. inhibition, % at 2 µM. 0.48% of 95,000 active;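 active means inhibition above the batch mean plus 3 SD, with images confirmed as a hit by eye, cut at about 37% in these data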;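 further: 0% = TNF-stimulated DMSO wells and 100% = unstimulated control wells; not every result past the cut was called active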
IL1B cytotox = toxic to HUVEC cells under IL-1B stimulation | HUVEC cell count loss, Hoechst imaging, IL-1B stimulated | cell count reduction, % at 2 µM | 0.41% of 94,000 active | AID 845;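 active means cell count reduction more than 3 SD above the screen-wide mean, cut at about 70% in these data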;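 further: normalized per plate to untreated control cells as the no-loss baseline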
* marks the source's active call; other numbers are inactive results; . = not tested or not shown.

Start of the data: the first 2 records, ahead of the listing:
Every second line gives: VCAM1 TNFa inh | PLK1 PBD inh | IL1B cytotox | F-actin modifier | DAT uptake mod | TNFa cytotox | sEH inh | Ecoli WT expand | PLK1 kinase inh
Cc1nn(C)c(Oc2cccc(Cl)c2)c1C=O
    11 | -10 | 2 | 30 | 0.43 | -13 | -4 | 3 | -6
O=Cc1ccccc1OCCOc1ccccc1C=O
    2 | 2 | 3 | -4 | -0.12 | -3 | -6 | . | 0

Main list, repeating the preview:
Every second line gives: VCAM1 TNFa inh | PLK1 PBD inh | IL1B cytotox | F-actin modifier | DAT uptake mod | TNFa cytotox | sEH inh | Ecoli WT expand | PLK1 kinase inh
Cc1nn(C)c(Oc2cccc(Cl)c2)c1C=O
    11 | -10 | 2 | 30 | 0.43 | -13 | -4 | 3 | -6
O=Cc1ccccc1OCCOc1ccccc1C=O
    2 | 2 | 3 | -4 | -0.12 | -3 | -6 | . | 0
COc1ccc2nc(C)cc(SCC(=O)N/N=C/c3cccc4ccccc34)c2c1
    -6 | 18 | -21 | -6 | 0.77 | -4 | 26 | 2 | -11
O=C(NC1CC2CCCC(C1)N2Cc1cccs1)N1CCOCC1 (stereo unspecified)
    -12 | -16 | -31 | -10 | -0.66 | -32 | 16 | 1 | -6
CC1CCc2c(sc3nc(C4CC4)nc(N4CCN(C(=O)c5ccco5)CC4)c23)C1 (stereo unspecified)
    . | -11 | -38 | . | -1.2 | . | 0 | . | -12
COC(=O)c1ccc(CSc2nc(-c3ccc(OC)cc3)nc3c2c(=O)n(C)c(=O)n3C)o1
    5 | 13 | 2 | -16 | . | 2 | -19 | . | -17
CCOCc1cc(C)[nH]c(=O)c1C#N
    -2 | -13 | -20 | -7 | . | -21 | . | 4 | -5
CCCCOc1ccc(OC(=O)c2cccnc2)cc1
    -5 | 10 | -74 | . | -1.1 | -30 | 15 | 18 | -11
CCC1CCCCN1C(=O)CN1C(=O)CSC1=O (stereo unspecified)
    12 | -3 | 0 | -1 | -0.85 | 31 | -7 | -7 | -1
O=C(NC1CCCCC1)C1CCN(S(=O)(=O)N2CCCCCC2)CC1
    8 | -1 | 1 | 6 | -0.75 | -32 | 80 | -4 | -5

Further compounds.
Every second line gives: VCAM1 TNFa inh | PLK1 PBD inh | IL1B cytotox | F-actin modifier | DAT uptake mod | TNFa cytotox | sEH inh | Ecoli WT expand | PLK1 kinase inh
CC(=O)Nc1cccc(C(=O)OCc2ccccc2)c1
    7 | -32 | -8 | -4 | 1.3 | -3 | -22 | 11 | -6
COc1ccc(-c2n[nH]c3c2C(c2ccc(OC)c(OC)c2)N(c2ccccc2)C3=O)cc1 (stereo unspecified)
    -11 | 6 | -2 | -9 | 0.68 | 17 | -1 | -7 | -2
COc1cccc(-c2nnc(SCC(=O)OC(C)C)n2Cc2ccco2)c1
    2 | 11 | -10 | 20 | 2 | 3 | -15 | -1 | -7
Cc1cccc(-n2c(SCc3cc(=O)n4ccsc4n3)nc3ccccc3c2=O)c1
    2 | 2 | 8 | 12 | 0.2 | -5 | -8 | 1 | -19
Cc1ccc(-c2nnn(CC(=O)Nc3cccc4c3CCCC4)n2)o1
    2 | 0 | -18 | 3 | -0.62 | 22 | 3 | -2 | -18
O=c1[nH]c(C2CCCN(S(=O)(=O)c3ccc(F)cc3)C2)nc2c1nnn2Cc1ccccc1 (stereo unspecified)
    11 | -25 | 8 | 0 | 0.01 | -20 | -13 | -4 | 6
CCOc1ccc(/C(O)=C2/C(=O)C(=O)N(CCCn3ccnc3)C2c2cccs2)cc1Cl (stereo unspecified)
    9 | -5 | -11 | 5 | -0.053 | -17 | 0 | 6 | -18
CCc1ccccc1N(C)C(=O)CCc1nc(-c2ccc(C)cc2)no1
    7 | 11 | -20 | 9 | -0.31 | -7 | -9 | -14 | -6
Cc1cccc(N2CCN(C(=O)C3CCCN(S(=O)(=O)c4c(C)noc4C)C3)CC2)c1C (stereo unspecified)
    16 | -31 | -26 | 0 | 0.23 | -13 | 5 | . | 5
O=C(O)CC(C(=O)O)c1cn(Cc2ccccc2)c2ccccc12 (stereo unspecified)
    -4 | 1 | -43 | -62 | 0.24 | -17 | -3 | -2 | 1

More results:
Every second line gives: VCAM1 TNFa inh | PLK1 PBD inh | IL1B cytotox | F-actin modifier | DAT uptake mod | TNFa cytotox | sEH inh | Ecoli WT expand | PLK1 kinase inh
CC1CCN(C(=O)CSc2nc3cccnc3n2C)CC1
    27 | -17 | 9 | -5 | 0.3 | 19 | -5 | -4 | -3
COc1ccccc1C1C(C(=O)c2cc3ccccc3o2)=C(O)C(=O)N1CCN1CCOCC1 (stereo unspecified)
    13 | -22 | 7 | -4 | 1.3 | -26 | 6 | 0 | -5
CCc1nc(SCc2nc3ccccc3[nH]2)c2oc3ccccc3c2n1
    14 | 11 | 4 | -1 | 0.47 | 5 | 18 | -1 | -3
COc1cccc(N(C(=O)Cn2nnc(-c3ccc(C)cc3)n2)C(C(=O)NC(C)(C)C)c2c[nH]c3ccccc23)c1 (stereo unspecified)
    -1 | -15 | -23 | 24 | 1.1 | -4 | 8 | -16 | -4
COc1cccc2cc(C(C)N(CCCN3CCOCC3)C(=O)Nc3ccc(Cl)cc3)oc12 (stereo unspecified)
    14 | 14 | 14 | 13 | 0.69 | -9 | . | -1 | 9
COc1ccc(CCNC(=O)c2cc(-c3ccccc3O)n[nH]2)cc1OC
    . | -12 | -8 | 2 | -9.6* | . | 1 | 2 | -1
O=C(/C=C/Nc1ccccc1OC(F)(F)F)C(F)(F)F
    2 | 4 | -22 | 6 | 0.51 | -8 | 10 | -1 | -3
NS(=O)(=O)c1ccc(NC(=O)CSc2nnc(-c3cnccn3)n2-c2ccccc2)cc1
    11 | -3 | -15 | 7 | -0.1 | 8 | -6 | -3 | -8
CC(=O)C1C(c2ccc(F)cc2)NC(=O)NC1(O)C(F)(F)F (stereo unspecified)
    -2 | -31 | 3 | -17 | . | -10 | -7 | 1 | -1
CCc1c(C)nc2ncnn2c1N1CCC(C(=O)Nc2ccc(C)cc2)CC1
    -2 | -14 | -20 | 47 | 0.23 | -30 | 83* | -3 | 7

Next part
Every second line gives: VCAM1 TNFa inh | PLK1 PBD inh | IL1B cytotox | F-actin modifier | DAT uptake mod | TNFa cytotox | sEH inh | Ecoli WT expand | PLK1 kinase inh
COc1ccc(C(=O)NN(C)c2nc(-c3ccccc3)nnc2C(F)(F)F)cc1
    12 | -1 | 2 | -2 | . | -7 | -5 | -5 | -8
Cc1c(NC(=O)Cn2nc(C(F)(F)F)c3c2CCCC3)c(=O)n(-c2ccccc2)n1C
    13 | -9 | -4 | -8 | 0.2 | 7 | 5 | -4 | -10
Cc1cccc(NC2=NCC(=O)N2CCc2ccccc2)c1
    -5 | -24 | -17 | 16 | 2.1 | -14 | 11 | -1 | -7
Cc1ccc(OCCn2c(Br)nc3c2c(=O)n(C)c(=O)n3C)cc1
    -2 | 2 | -1 | 16 | -0.79 | -18 | -2 | . | -5
CCOC(=O)c1cc2c(nc1N)CC(C)(CC)OC2 (stereo unspecified)
    -2 | 3 | -122 | 0 | -0.6 | -27 | 8 | -3 | 5
CCOC(=O)c1ccc(CSc2nnc(N)s2)cc1
    0 | -20 | -20 | -3 | 0.68 | -11 | 2 | 2 | 0
Cc1ccc(NC(=O)c2ccco2)cc1NC(=O)CSc1nnc(-c2cccs2)n1C
    -15 | 7 | -21 | -2 | 1 | 10 | -24 | -10 | -13
CCn1cc(C(=O)N2CCN(C(=O)c3ccco3)CC2)c2cc(OC)c(OC)cc2c1=O
    -2 | -19 | 2 | -1 | 0.71 | -1 | 9 | 6 | -9
O=c1cc(CN2CCN(Cc3ccccc3)CC2)c2cc(Cl)ccc2o1
    3 | 10 | -16 | -12 | -0.53 | -22 | 0 | 3 | 0
CCOC(=O)c1cc2sc(C)cc2n1CC(=O)Nc1ccc2c(c1)OCCO2
    5 | 10 | -1 | 12 | -0.39 | 27 | -5 | -3 | -11

5 compounds drawn at random from those above, as already listed:
Every second line gives: VCAM1 TNFa inh | PLK1 PBD inh | IL1B cytotox | F-actin modifier | DAT uptake mod | TNFa cytotox | sEH inh | Ecoli WT expand | PLK1 kinase inh
Cc1c(NC(=O)Cn2nc(C(F)(F)F)c3c2CCCC3)c(=O)n(-c2ccccc2)n1C
    13 | -9 | -4 | -8 | 0.2 | 7 | 5 | -4 | -10
CCOC(=O)c1ccc(CSc2nnc(N)s2)cc1
    0 | -20 | -20 | -3 | 0.68 | -11 | 2 | 2 | 0
Cc1ccc(OCCn2c(Br)nc3c2c(=O)n(C)c(=O)n3C)cc1
    -2 | 2 | -1 | 16 | -0.79 | -18 | -2 | . | -5
O=c1cc(CN2CCN(Cc3ccccc3)CC2)c2cc(Cl)ccc2o1
    3 | 10 | -16 | -12 | -0.53 | -22 | 0 | 3 | 0
Cc1cccc(NC2=NCC(=O)N2CCc2ccccc2)c1
    -5 | -24 | -17 | 16 | 2.1 | -14 | 11 | -1 | -7

Next records follow:
Every second line gives: VCAM1 TNFa inh | PLK1 PBD inh | IL1B cytotox | F-actin modifier | DAT uptake mod | TNFa cytotox | sEH inh | Ecoli WT expand | PLK1 kinase inh
CCCCNC(=O)n1c(=O)oc2ccc(Cl)cc21
    25 | -1 | -7 | 10 | 1.2 | -7 | 7 | 8 | -12
CC(C)(C)NC(=O)C(c1ccccc1)N(Cc1ccco1)C(=O)c1csnn1 (stereo unspecified)
    -1 | 0 | -16 | 8 | 0.72 | -19 | -2 | 0 | -8
c1ccc(-c2nc3ccccc3c3nncn23)cc1
    -27 | 21 | -18 | 20 | . | -30 | 4 | -2 | 10
Cc1ccc(OCCNC(=O)c2cncc(Br)c2)cc1C
    15 | 7 | -77 | 16 | 1.1 | -8 | 9 | -3 | -1
Cc1ccc(NS(=O)(=O)c2cc(C(=O)N3CCOCC3)ccc2C)cc1C
    13 | -3 | -28 | 14 | 0.28 | -58 | -3 | 8 | -7
CCOCc1nnc(NC(=O)CSc2ccccc2)s1
    14 | -10 | -11 | 26 | 1.5 | -28 | 0 | -3 | -15
O=C(Nc1cccn2ncnc12)c1ccc(Cl)cc1Cl
    -1 | 6 | 7 | -7 | -1.1 | 2 | 9 | 3 | -1
Cc1ccc(S(=O)(=O)NC2=NCN(CCOC(=O)c3ccc([N+](=O)[O-])cc3)CN2)cc1
    4 | -8 | 1 | 7 | -0.02 | -13 | 19 | -15 | -28
O=C1N/C(=N\N=C\c2cccnc2)SC1Cc1ccc(SC(F)F)cc1 (stereo unspecified)
    -1 | 15 | -14 | -15 | 2.3 | -1 | -4 | -9 | 22
O=C(NC1CS(=O)(=O)CC1NCc1ccco1)c1ccccc1 (stereo unspecified)
    -19 | -11 | -9 | -5 | 0.18 | -26 | -3 | 3 | -6

The list continues.
Every second line gives: VCAM1 TNFa inh | PLK1 PBD inh | IL1B cytotox | F-actin modifier | DAT uptake mod | TNFa cytotox | sEH inh | Ecoli WT expand | PLK1 kinase inh
CCC(C)Nc1c2c(nc3c(-c4ccccc4)c(C)nn13)CCC2 (stereo unspecified)
    10 | -10 | -14 | 26 | 0.38 | -10 | -5 | 0 | -11
CCOC(=O)N1CCN(C/C(C)=C/c2ccccc2)CC1
    5 | -4 | -92 | . | -0.099 | -33 | 8 | 0 | 0
Cc1nnc2c(-c3ccccc3)nc3ccccc3n12
    2 | -2 | -10 | -3 | 0.7 | -32 | 11 | 1 | -11
COC(=O)CSc1n[nH]c(-c2cccnc2)n1
    -13 | 33 | 1 | . | 0.049 | 5 | -5 | 10 | -11
CCc1ccc(CC)c(S(=O)(=O)Nc2ccc(C(=O)O)c(O)c2)c1
    -3 | -14 | -45 | 9 | -0.66 | -18 | 6 | 6 | -1
Cc1[nH]n(-c2ccccc2)c(=S)c1C=Nc1cccc([N+](=O)[O-])c1
    8 | 18 | -20 | -2 | 0.38 | -22 | 34 | 17 | -14
